# High-throughput results from PubChem.
# TCR CD3 inh = inhibitors of human TCR-CD3 interaction | TAMRA-labeled TCR probe fluorescence, biochemical | inhibition, % at 9.4 µM | 360,000 tested, 0.37% active; in the data active = inhibition above about 19%;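 also: recombinant mutant TCR 2C K166C tagged with TAMRA read by polarization; 0% = receptor in buffer alone and 100% = receptor with positive control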
# MBD2 inh = inhibitors of human MBD2 binding to methylated oligonucleotide; 370,000 tested, 0.31% active; TR-FRET; Q9UBB5; AID 686964; inhibition, % at 4.4 µM; in the data active = inhibition above about 13%
# ABHD4 inh = inhibits mouse alpha/beta hydrolase domain 4. purified mABHD4, FP-Rh probe fluorescence polarization. 370,000 tested, 0.54% active. AID 720543. Q8VD66. inhibition, % at 8.92 µM;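 active = inhibition exceeding the mean over every tested compound plus 3 SD, cut at about 30% in these data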;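 also: 0% = plate median of compound wells and 100% = S159A mutant with DMSO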
#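 Assay system: Wild-type mouse ABHD4 protein | Medium: HEPES pH 7.0 buffer, 150 mM NaCl, 0.01% Pluronic F-127 | Incubation: Enzyme–compound pre-incubation 45 min, then probe 60 min, both 25 °C | Technique: Fluorescence polarization with parallel and perpendicular emission, 525/598 nm | Evaluation: % inhibition of FP-Rh probe binding versus controls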
# PRMT1 FP inh = blocks human protein arginine methyltransferase 1 | Q99873 | recombinant PRMT1, activity-based probe fluorescence polarization | inhibition, % at 2.79 µM | 370,000 tested, 1.3% active;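 active = inhibition above about 21% made by adding two undisclosed values, limit read from the data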
# UHRF1 MBD2 ctr = human UHRF1 methylated DNA binding inhibitors; Q96T88; UHRF1 binding to methylated oligo, TR-FRET; inhibition, % at 4.4 µM; 370,000 tested, 0.75% active; in the data active = inhibition above about 21%;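 also: UHRF1 SRA domain binding a hemimethylated CpG hairpin DNA probe; 0% = median of test compound wells and 100% = reference inhibitor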
# GC-A act = GC-A (human) enzyme activation; P16066; HEK293 GC-A cells, cGMP TR-FRET, EC30 ANP; 0% at EC30 ANP, 100% saturating ANP; activation, % at 10 µM; 370,000 tested, 0.14% active; in the data active = activation above about 40%
# HTRA1 inh = blocks human HTRA1 serine peptidase; inhibition, % at 5.96 µM; 340,000 tested, 0.5% active; recombinant HTRA1, FP-rhodamine activity-based probe, fluorescence polarization; in the data active = inhibition above about 36%;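 also: 0% = enzyme with DMSO and 100% = wells lacking enzyme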
# rCAG binder = binds r(CAG) RNA repeats. r(CAG) RNA repeat, TO-PRO-1 dye displacement fluorescence. 370,000 tested, 1.3% active. inhibition, % at 3 µM;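 active = inhibition above the plate cutoff, the mean of all test compounds on that plate plus 3 SD, cut at about 35% in these data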;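 also: 0% = DMSO alone and 100% = 100 µM mitoxantrone as full dye displacement; higher means more dye released from RNA so lower well fluorescence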
# SIAE primary = human SIAE inhibition, primary screen; Q9HAT2; inhibition, % at 9.66 µM; 370,000 tested, 0.69% active; SIAE FP-Rh probe binding, fluorescence polarization;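 active = inhibition above a cutoff: mean of compounds within the control limits plus 3 SD of those, cut at about 17% in these data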;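 also: 0% = plate median of compound wells and 100% = probe without SIAE protein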
# GC-B act = GC-B (human) receptor activation. P20594. HEK293-GC-B cells, CNP EC30, cGMP TR-FRET; 0% at EC30 CNP, 100% saturating CNP. activation, % at 10 µM. 370,000 tested, 0.11% active;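 active = activation at 10 µM reaching about 35% in either raw or pattern-adjusted values, limit read from the data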
# Target sequence (P20594 whole entry, looked up): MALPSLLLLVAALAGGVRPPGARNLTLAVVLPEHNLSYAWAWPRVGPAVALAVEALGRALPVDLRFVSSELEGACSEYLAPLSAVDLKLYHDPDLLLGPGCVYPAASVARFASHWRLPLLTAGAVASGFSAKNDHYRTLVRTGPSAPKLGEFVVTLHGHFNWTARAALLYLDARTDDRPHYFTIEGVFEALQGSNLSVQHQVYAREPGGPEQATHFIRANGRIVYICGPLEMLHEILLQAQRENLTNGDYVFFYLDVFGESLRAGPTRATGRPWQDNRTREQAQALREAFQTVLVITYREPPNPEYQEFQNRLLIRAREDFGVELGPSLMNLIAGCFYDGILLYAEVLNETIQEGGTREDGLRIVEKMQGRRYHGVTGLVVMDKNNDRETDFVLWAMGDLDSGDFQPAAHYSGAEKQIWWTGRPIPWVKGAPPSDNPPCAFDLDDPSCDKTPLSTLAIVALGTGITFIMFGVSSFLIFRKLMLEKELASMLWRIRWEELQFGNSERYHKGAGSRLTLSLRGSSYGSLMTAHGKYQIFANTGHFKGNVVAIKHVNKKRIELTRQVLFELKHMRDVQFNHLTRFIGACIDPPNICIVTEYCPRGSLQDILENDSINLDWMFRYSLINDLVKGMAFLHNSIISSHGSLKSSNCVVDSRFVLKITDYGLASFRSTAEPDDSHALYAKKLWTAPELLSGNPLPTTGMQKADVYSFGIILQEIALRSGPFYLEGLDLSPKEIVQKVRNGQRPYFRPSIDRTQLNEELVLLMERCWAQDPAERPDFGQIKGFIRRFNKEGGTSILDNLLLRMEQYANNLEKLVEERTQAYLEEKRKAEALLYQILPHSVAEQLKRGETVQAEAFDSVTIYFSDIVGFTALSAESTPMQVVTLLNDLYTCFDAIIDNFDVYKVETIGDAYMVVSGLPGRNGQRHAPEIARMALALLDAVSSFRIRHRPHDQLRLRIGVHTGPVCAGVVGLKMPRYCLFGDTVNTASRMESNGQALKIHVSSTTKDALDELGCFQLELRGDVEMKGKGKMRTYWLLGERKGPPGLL
# An asterisk follows results filed as active; x = no result given. Only part of the results is shown; rates above refer to the full screens.
SMILES,TCR CD3 inh,MBD2 inh,ABHD4 inh,PRMT1 FP inh,UHRF1 MBD2 ctr,GC-A act,HTRA1 inh,rCAG binder,SIAE primary,GC-B act
CN(CC(=O)Nc1ccc(F)cc1)C(=O)CNC(=O)C1CCCCC1,-3,1,-5,1,-1,2,2,0,2,0
O=C(N/N=C\c1ccncc1)c1ccc(Br)s1,-3,-2,-2,-5,-2,3,1,3,-2,1
CCOC(=O)C1CCN(C(=O)Nc2ccccc2Cl)CC1,0,2,6,-4,-1,3,-2,2,1,1
CCCN1CNC(=S)N(c2ccccc2OCC)C1,-3,-1,-2,1,0,3,-4,4,-3,1
O=C(Cc1ccc(NS(=O)(=O)c2ccc(F)cc2)cc1)NCc1cccnc1,1,-1,2,-1,3,-2,5,-1,3,-4
CC1(C)Cc2c(sc(/N=C/N3CCOCC3)c2C#N)C(C)(C)N1,7,5,-1,-3,-1,0,-2,-4,-8,2
Cc1[nH]nc2c1C(c1cccs1)C1=C(CC(C)(C)CC1=O)N2 (stereo not given),2,-5,8,1,3,1,3,-3,2,1
O=C(O)c1ccc(CSc2nc3ccc(NC(=O)c4ccccc4C(=O)O)cc3s2)cc1,-4,1,11,1,-1,1,-4,8,-1,3
CC(C)Nc1ccc(C(CC(N)=O)NC(=O)c2ccc(Br)cc2)cc1[N+](=O)[O-] (stereo not given),-3,-1,5,-1,1,-3,6,1,-1,-3
C=CCOC(=O)N[C@H](c1ccc2ccccc2c1)[C@H](C)/C=C/CC(=O)OC,x,1,-4,-1,0,-2,x,1,-4,-12
CCOC(=O)N1CCN(C(=O)c2cnc3n(c2=O)CCS3)CC1,4,-1,1,1,12,0,3,1,3,3
Cc1ccc(-c2nc(CN(C)C)cc(CN(C)C)c2O)cc1,-3,5,8,1,6,-1,-1,-1,0,4
O=C(COC(=O)c1n[nH]c(=O)c2ccccc12)Nc1ccccc1,-6,2,-3,5,2,1,1,1,-10,-8
Cc1oc2c(cc(NS(=O)(=O)c3ccc(F)cc3)c3ccccc32)c1C(=O)O,-1,1,12,9,-1,1,7,22,9,2
CC(=O)c1c(C)oc2ccc(NS(=O)(=O)c3ccc(C(=O)O)cc3)cc12,0,5,-1,1,0,0,1,6,0,-3
CCc1ccc(S(=O)(=O)c2nnn3c2nc(N2CCOCC2)c2ccccc23)cc1,3,0,1,1,-1,11,1,1,-3,5
Cc1cc(C)c(NC(=S)N2CCN(c3ccc([N+](=O)[O-])cn3)CC2)cc1C,-5,0,-2,5,0,5,10,0,-8,-4
C=CCSC1=N/C(=C\c2cccnc2)C(=O)N1c1ccc(OC)cc1,-2,1,-15,0,-3,-7,-8,0,0,-2
CSc1ccccc1NC(=O)COC(=O)CCCOc1ccc(C)cc1,4,3,7,2,1,3,-10,-6,-7,-1
NC12CC3CC(C1)CC(CC(=O)O)(C3)C2,5,0,-1,1,0,3,1,1,-6,2
CCC(C(=O)NCCc1ccc(OC)c(OC)c1)n1nc(C)n2c(cc3occc32)c1=O (stereo not given),0,4,-6,3,-3,-3,-3,3,9,3
CCOC(=O)N1CCC(NC(=O)c2ccc(NC(=O)C3CCCO3)cc2)CC1 (stereo not given),4,3,-6,2,4,-2,3,-3,-1,4
CSCCC(=O)N1CCCC(N2CCN(c3cccc(C(F)(F)F)c3)CC2)C1 (stereo not given),6,-5,2,-3,1,-4,-3,-12,-2,-2
COc1ccc(C(=O)NCC(C)(C)CNC(=O)c2ccc(OC)c(OC)c2)cc1OC,-10,2,-2,3,0,-2,5,-4,3,7
N#Cc1c(Nc2ccccc2)c(/C=N/N=C/c2ccccc2)c[nH]c1=O,1,-1,-13,-2,-2,-5,-12,13,-10,-5

# One compound at a time, from the list above. Screens in order: TCR CD3 inh	MBD2 inh	ABHD4 inh	PRMT1 FP inh	UHRF1 MBD2 ctr	GC-A act	HTRA1 inh	rCAG binder	SIAE primary	GC-B act
# C=CCOC(=O)N[C@H](c1ccc2ccccc2c1)[C@H](C)/C=C/CC(=O)OC is listed with x	1	-4	-1	0	-2	x	1	-4	-12
# Cc1oc2c(cc(NS(=O)(=O)c3ccc(F)cc3)c3ccccc32)c1C(=O)O is listed with -1	1	12	9	-1	1	7	22	9	2
# N#Cc1c(Nc2ccccc2)c(/C=N/N=C/c2ccccc2)c[nH]c1=O is listed with 1	-1	-13	-2	-2	-5	-12	13	-10	-5

# The list goes on.
SMILES,TCR CD3 inh,MBD2 inh,ABHD4 inh,PRMT1 FP inh,UHRF1 MBD2 ctr,GC-A act,HTRA1 inh,rCAG binder,SIAE primary,GC-B act
Cc1csc(SC(C)C(=O)NCc2ccc3c(c2)OCO3)n1 (stereo not given),-4,-3,2,-4,0,0,3,-2,-4,-5
CCCN(CCC)C(=O)c1cn(C)c2ccc(S(=O)(=O)N3CCCC3)cc2c1=O,-13,5,1,2,0,1,-3,-5,-8,5
CCOc1ccc(-c2nnn(CC(=O)Nc3cccc(OC)c3)n2)cc1OCC,-8,2,-10,1,-2,-1,-12,2,-10,2
Cc1cc(C)n2nc(SCC(=O)Nc3ccccc3C)nc2n1,-11,1,-8,3,5,3,7,-5,-1,5
CC1(C)CC[C@]2(C(=O)O[C@@H]3O[C@H](CO)[C@@H](O)[C@H](O)[C@H]3O)CC[C@]3(C)C(=CCC4[C@@]5(C)CC[C@H](O[C@@H]6O[C@H](C(=O)O)[C@@H](O[C@H]7OC[C@@H](O)[C@@H](O)[C@@H]7O)[C@H](O)[C@H]6O)C(C)(C)C5CC[C@]43C)[C@@H]2C1 (stereo not given in full),0,0,-8,1,-4,-2,-10,26,-10,5
Cc1ccc(C(=O)N/N=C/c2ccc(-c3ccc(Br)cc3[N+](=O)[O-])o2)o1,9,-5,15,3,-8,1,10,18,10,-4
COc1cccc(-c2csc3nnc(SCC(=O)NCc4cccs4)n23)c1,6,5,1,-1,0,-4,3,-4,-3,-3
CCOC(=O)CC1=C(C(=O)OCC)C(c2ccc(C)o2)C(C#N)=C(N)O1 (stereo not given),-4,1,11,12,1,-4,2,-10,-2,5
Cc1ccc(NC(=S)N(Cc2cccs2)Cc2cc3cccc(C)c3[nH]c2=O)cc1,1,-3,-1,-1,-1,-4,-4,3,-4,-1
CC(C)Oc1ccccc1/C=N/NC(=O)C1CC1,-7,1,-1,-5,0,-1,x,-7,0,-1
Cc1ccc(-c2nc(-c3ccccc3)no2)c(Cl)c1,0,5,0,0,-2,1,0,4,-4,-9
O=C(CP(=O)(CO)CO)c1ccc(Cl)cc1,5,-1,3,2,3,5,1,1,-3,7
O=S(=O)(Nc1ccc(S(=O)(=O)N2CCCCC2)cc1)c1ccc(Br)s1,3,-2,-2,-2,-3,3,-8,60*,1,4
Cc1ccc(C)c(OCC(O)CN2C(C)CCCC2C)c1 (stereo not given),0,4,-2,-1,-1,1,-4,0,6,0
CCOc1cc(C2C(C#N)=C(N)Oc3n[nH]c(-c4ccncc4)c32)cc([N+](=O)[O-])c1O (stereo not given),-2,-14,4,2,-10,-3,x,0,5,-6
CCOC(=O)C1(C)CCN1C(=O)c1ccc2c(c1)CCO2 (stereo not given),-8,4,-7,0,4,0,x,2,-3,0
Cc1c(Cl)c(=O)oc2cc(OCC(=O)NCc3cccs3)ccc12,1,-3,-3,-2,-4,-18,4,3,8,-7
O=C(CS(=O)(=O)c1ccccc1)Nc1nc(-c2ccccc2)cs1,4,-3,-9,5,-1,19,-19,11,-4,7
CC(=O)Nc1ccc(C(=S)NCC2(N(C)C)CCCCC2)cc1,-7,-3,4,4,-1,1,-8,-1,-10,4
Cc1ccc(S(=O)(=O)NCCOc2nc(N3CCOCC3)nc(N3CCOCC3)n2)cc1,1,-3,0,-5,1,-1,-3,-6,1,-1
CCC1Oc2ccccc2N(CC(=O)NCCc2ccc(OC)c(OC)c2)C1=O (stereo not given),0,5,1,2,2,-2,3,-5,6,0
COc1ccccc1Nc1nc(N)nc(CSc2nnc(C)s2)n1,-2,4,1,0,-4,-1,0,-4,12,3
CC(=O)/C(C#N)=C1\NC(=O)C(Cc2ccccc2)S1 (stereo not given),7,-9,16,0,-5,-3,3,3,6,-4
Cc1nc(C)n(C(C)CC(=O)O)n1 (stereo not given),4,-2,0,2,4,8,-4,0,-2,8
COc1ccccc1CNC(=O)Cn1cccc1,-2,-7,6,3,1,6,-14,2,3,5
O=C(CCC(=O)Nc1ccc(Br)cc1)N/N=C/c1ccccc1O,-7,3,5,4,0,6,-4,8,-12,-3
COc1ccc(NS(=O)(=O)c2cn(C)cn2)cc1OC,2,-3,-1,-3,-1,5,-3,0,0,4
COc1ccc(CCN2CC(C(=O)N(C)CCc3cn[nH]c3)CCC2=O)cc1 (stereo not given),-3,-2,1,-1,2,0,3,-3,-4,1
COc1ccc(-c2nnc(SCC#N)o2)cc1,-3,1,5,-2,0,5,4,-1,14,-3
CCOC(=O)C1CCN(c2cc3c(cc2NC(=O)c2ccccc2OCC)n(C)c(=O)n3C)CC1,2,3,-5,-2,-1,5,6,0,8,7

# A different layout for some results above:
# Sequence of screens: TCR CD3 inh, MBD2 inh, ABHD4 inh, PRMT1 FP inh, UHRF1 MBD2 ctr, GC-A act, HTRA1 inh, rCAG binder, SIAE primary, GC-B act
CC1(C)CC[C@]2(C(=O)O[C@@H]3O[C@H](CO)[C@@H](O)[C@H](O)[C@H]3O)CC[C@]3(C)C(=CCC4[C@@]5(C)CC[C@H](O[C@@H]6O[C@H](C(=O)O)[C@@H](O[C@H]7OC[C@@H](O)[C@@H](O)[C@@H]7O)[C@H](O)[C@H]6O)C(C)(C)C5CC[C@]43C)[C@@H]2C1 (stereo not given in full)
    0, 0, -8, 1, -4, -2, -10, 26, -10, 5
Cc1ccc(NC(=S)N(Cc2cccs2)Cc2cc3cccc(C)c3[nH]c2=O)cc1
    1, -3, -1, -1, -1, -4, -4, 3, -4, -1
COc1ccccc1Nc1nc(N)nc(CSc2nnc(C)s2)n1
    -2, 4, 1, 0, -4, -1, 0, -4, 12, 3

# Some of these compounds in order of length of the SMILES, lowest first.
SMILES,TCR CD3 inh,MBD2 inh,ABHD4 inh,PRMT1 FP inh,UHRF1 MBD2 ctr,GC-A act,HTRA1 inh,rCAG binder,SIAE primary,GC-B act
COc1ccc(-c2nnc(SCC#N)o2)cc1,-3,1,5,-2,0,5,4,-1,14,-3
CCOC(=O)C1(C)CCN1C(=O)c1ccc2c(c1)CCO2 (stereo not given),-8,4,-7,0,4,0,x,2,-3,0
Cc1ccc(S(=O)(=O)NCCOc2nc(N3CCOCC3)nc(N3CCOCC3)n2)cc1,1,-3,0,-5,1,-1,-3,-6,1,-1
